Screening data: PubChem, several laboratories
CCHFV vOTU inh: blocks the CCHF virus ovarian tumor domain protease; CCHFV vOTU protease, Pep-AMC fluorescence; inhibition, % at 11.5 µM; 370,000 tested, 0.55% active; AID 651958; note: 0% = vehicle wells with enzyme and 100% = no enzyme wells
BoNT-A LC inh2: inhibitors of Botulinum neurotoxin A light chain protease. multiplex microsphere protease substrate cleavage, flow cytometry. inhibition, % at 10 µM. 360,000 tested, 0.17% active. AID 588499; in the data active = inhibition above about 30%; inconclusive = no clear call, values can overlap the other calls; note: plate controls were buffer without enzyme for full effect and enzyme alone for no effect
FBA Mtb inh: inhibitors of M. tuberculosis fructose-bisphosphate aldolase; P9WQA3; purified M. tuberculosis FBA, fluorescence read-out; inhibition, % at 1 µM; 360,000 tested, 2.3% active; in the data active = inhibition above about 27%;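 note: 0% = vehicle and 100% = reference inhibitor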
Target sequence (P9WQA3 whole entry, looked up): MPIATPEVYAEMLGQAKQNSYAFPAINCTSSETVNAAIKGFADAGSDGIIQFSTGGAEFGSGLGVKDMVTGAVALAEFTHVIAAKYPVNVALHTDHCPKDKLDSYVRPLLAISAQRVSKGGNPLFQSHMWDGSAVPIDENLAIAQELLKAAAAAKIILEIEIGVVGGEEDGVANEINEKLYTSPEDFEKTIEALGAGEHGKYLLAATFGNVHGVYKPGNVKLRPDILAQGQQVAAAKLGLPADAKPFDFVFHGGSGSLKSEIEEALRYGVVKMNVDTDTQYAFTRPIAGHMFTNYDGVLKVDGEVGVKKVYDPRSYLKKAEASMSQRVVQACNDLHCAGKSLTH
BoNT-F LC inh: BoNT F light chain protease inhibition; inhibition, % at 10 µM; Multiplex microsphere protease cleavage assay, flow cytometry; 360,000 tested, 0.22% active; in the data active = inhibition above about 35%, passing the limit was not always enough; inconclusive = no clear call, values can overlap the other calls; note: plate controls were buffer without enzyme for full effect and enzyme alone for no effect
FadD28 binding: blocks FadD28 binding to the bisubstrate probe; 360,000 tested, 0.22% active; inhibition, % at 12.5 µM; AID 588549; fluorescence polarization; in the data active = inhibition above about 8.5%, passing the limit was not always enough; inconclusive = no clear call, values can overlap the other calls
GDH-TPI inh: counter-screen for M. tuberculosis FBA inhibitors: GDH-TPI coupled enzymes | GDH-TPI coupled enzyme counterscreen, NADH absorbance | inhibition, % at 4.8 µM | 360,000 tested, 1.2% active | AID 588335;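 note: 0% = DMSO wells and 100% = wells lacking the enzyme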
PrPC surface inh: cell surface PrPC inhibition, primary TR-FRET screen. inhibition, % at 13.8 µM. TR-FRET read-out. P04156. 370,000 tested, 0.43% active; in the data active = inhibition above about 24%; note: 0% = median of the test wells and 100% = reference compound wells
UGM FP inh: inhibitors of M. tuberculosis UDP-galactopyranose mutase. P9WIQ1. purified UGM, fluorescence polarization probe displacement. inhibition, % at 10 µM. 320,000 tested, 0.06% active; in the data active = inhibition above about 10%, passing the limit was not always enough; inconclusive = no clear call, values can overlap the other calls
Target sequence (P9WIQ1 whole entry, looked up): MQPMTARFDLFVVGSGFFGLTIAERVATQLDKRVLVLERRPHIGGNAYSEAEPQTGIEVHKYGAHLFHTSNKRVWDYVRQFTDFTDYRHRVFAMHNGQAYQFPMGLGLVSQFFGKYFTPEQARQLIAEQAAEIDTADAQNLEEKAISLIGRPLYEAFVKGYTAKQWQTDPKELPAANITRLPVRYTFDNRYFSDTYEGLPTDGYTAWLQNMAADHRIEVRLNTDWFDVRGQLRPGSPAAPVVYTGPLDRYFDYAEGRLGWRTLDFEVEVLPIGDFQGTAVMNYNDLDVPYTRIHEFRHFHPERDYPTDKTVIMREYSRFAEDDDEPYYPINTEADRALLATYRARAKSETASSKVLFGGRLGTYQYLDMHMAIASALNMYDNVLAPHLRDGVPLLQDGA
Mtb BioA inh: inhibitors of Mycobacterium tuberculosis BioA enzyme | purified M. tuberculosis BioA enzyme, plate reader | inhibition, % at 9.99 µM | 360,000 tested, 0.096% active; in the data active = inhibition above about 40%; inconclusive = no clear call, values can overlap the other calls
* marks the source's active call; other numbers are inactive results; ? = inconclusive; / = no result given. Cut-off read from the data, not from the text of the source, unless noted: active = inhibition above about 30%; inactive = the rest.

SMILES | CCHFV vOTU inh | BoNT-A LC inh2 | FBA Mtb inh | BoNT-F LC inh | FadD28 binding | GDH-TPI inh | PrPC surface inh | UGM FP inh | Mtb BioA inh
CCOC(=O)N1CCN(S(=O)(=O)c2ccc(C(=O)Nc3ccc4c(c3)C(=O)NC4=O)cc2)CC1 | 0 | -0.7 | 0 | 3 | -0.3 | 1 | 7 | / | 0.4
CC1CCCN(C(=O)CN2CCC(c3nc4ccc(Cl)cc4[nH]3)CC2)C1 (configuration not stated) | -8 | -0.8 | 3 | -3 | -3.1 | 0 | 2 | 2.2 | -2.2
Cc1ccccc1NC(=O)NCC1CCCO1 (configuration not stated) | -2 | -0.7 | 3 | -18 | 0.2 | -7 | 1 | -0.3 | /
COC(=O)[C@@H](Cc1ccccc1)NC(=O)[C@H]1CCC(=O)N1C(=O)OCc1ccccc1 | 5 | 0.0 | -1 | 5 | -2.1 | -1 | -5 | -0.1 | 0.1
COC(=O)c1cccnc1-n1c(=O)c2cccnc2n(CC(=O)Nc2ccc(Br)cc2)c1=O | -4 | -0.2 | -4 | -10 | -1.6 | 6 | -3 | -2.7 | /
CC(Oc1ccccc1[N+](=O)[O-])C(=O)N/N=C/c1ccoc1 (configuration not stated) | 20 | 0.1 | 1 | -5 | -2.4 | 6 | -1 | -2.4 | -2.5
O=C(CN1CCCCC1)Nc1ccccc1C(=O)NC1CC1 | 2 | 3.6 | 2 | 7 | 0.0 | 1 | -5 | / | -1.8
COc1ccc(NC(C)=O)cc1NS(=O)(=O)c1ccc2c(c1)OCCO2 | -13 | 0.5 | -3 | -2 | -3.2 | -1 | -4 | 0.0 | -0.2
CC1C(=O)N(Cc2cn(Cc3ccco3)nn2)CCS(=O)(=O)N1Cc1ccc(-c2ccccc2)cc1 (configuration not stated) | 1 | -0.5 | 2 | -5 | -0.8 | 0 | -13 | / | -1.6
COCCn1c(-c2ccc(C)cc2)nc2oc3cc(OC)ccc3c(=O)c2c1=O | -3 | -3.7 | 1 | 15 | -0.5 | 11 | -1 | -4.6 | -0.2
Clc1ccc(-c2csc(N/N=C\c3cccnc3)n2)cc1 | -7 | -0.8 | 0 | 0 | -1.1 | 14 | 6 | 2.9 | /
Cc1cc(C2C(C#N)=C(N)SC(N)=C2C#N)c(C)s1 | / | 18 | 5 | 40* | -7.2 | 11 | / | 0.4 | 2.9
COc1nc(Nc2ccccc2F)nc(OC)n1 | 14 | 0.4 | 0 | 23 | -1.4 | 6 | -6 | 0.4 | 1.1
OC(CNCC1CCCO1)Cn1c2ccccc2c2ccccc21 (configuration not stated) | 3 | -0.5 | 0 | -14 | -3.8 | 8 | -12 | 2.7 | -0.2
O=C(NCCCN1CCCC1=O)c1cccc(Oc2ccccc2)c1 | -8 | -0.5 | 0 | 0 | 0.2 | 1 | -2 | 2.9 | /
COc1cc(C(=O)NC(=S)NCc2ccco2)cc(OC)c1OC | 5 | -0.1 | 1 | 6 | -2.7 | 6 | -2 | 0.1 | -1.4
C/C(=N\NS(=O)(=O)c1ccc(Cl)cc1)c1ccc(NC(=O)c2ccco2)cc1 | 3 | -0.3 | -1 | -1 | -2.2 | 14 | -2 | -0.8 | /
CCOc1ccccc1C1C2C(=O)N(c3ccccc3)C(=O)C2ON1c1ccccc1 (configuration not stated) | -5 | -0.5 | -2 | -6 | -1.1 | 10 | 7 | -0.3 | -1.5
O=C(CSc1ccc(-c2ccc(F)cc2)nn1)N1CCCc2ccccc21 | 10 | -1.7 | 9 | -6 | -4.0 | 5 | -6 | -1.9 | 4.1
COc1cc(-n2c(=O)c3ccccc3n(Cc3cc(=O)n4ccccc4n3)c2=O)cc(OC)c1OC | -15 | -0.1 | -3 | -7 | 0.0 | 24 | 0 | -0.3 | /
C/C(=N/NC(=O)COc1cc(C)ccc1C(C)C)C(=O)O | 5 | -0.2 | 1 | -2 | -2.8 | 0 | 4 | 1.6 | /
Cc1c(C(=O)NC(=S)NCc2cccnc2)oc2ccccc12 | 5 | -1.7 | 3 | -9 | -0.4 | 8 | 4 | -2.6 | /
CN1CCN(C(=O)COc2ccc3ccccc3c2)CC1 | 6 | 0.0 | 1 | 4 | / | -1 | -4 | 4.0 | /
Cc1ccc(C(=O)N2CCC(C(=O)NC3CCCCCC3)CC2)cc1 | 13 | -2.7 | 1 | -4 | -2.8 | -4 | 0 | 1.2 | -0.8
CCCCn1c(N)c(N(CC)C(=O)c2cccc(F)c2)c(=O)[nH]c1=O | 4 | 2.7 | -2 | -16 | -1.6 | 1 | -7 | -4.6 | -0.1
Cc1ccc2nc(Cl)c(C3CC(c4ccco4)=NN3S(C)(=O)=O)cc2c1 (configuration not stated) | -1 | / | 3 | / | -3.9 | 6 | -5 | -1.7 | /
CSc1ncccc1C(=O)NCc1nnc2ccccn12 | 3 | 0.6 | 4 | -4 | -0.8 | 14 | -16 | -2.5 | 0.1
C=CCN=C(NC#N)SCc1ccccc1Cl | 1 | 0.0 | 11 | 10 | -2.9 | 7 | 15 | -2.3 | -1.2
Cc1cc(N(CN2CCCC2=O)C(=O)c2ccccc2)no1 | -3 | -2.0 | 8 | -5 | 2.2 | 6 | -2 | -0.5 | /
Cc1noc(C)c1COc1ccc(CC(=O)NCc2ccccc2)cc1 | -2 | -0.6 | 6 | -6 | -0.9 | 4 | 8 | -0.2 | /
Cc1cccc(N=C2NC(=O)CS2)c1 | -11 | 0.5 | -1 | 1 | -3.8 | -8 | -1 | -1.3 | 2.6
Cc1cc(C)c(S(=O)(=O)NCCC2CCCN2C)c(C)c1 (configuration not stated) | -14 | -0.7 | 2 | -6 | -3.2 | -9 | 0 | -2.3 | -0.6
Cc1cc(C)n(C2=NS(=O)(=O)c3ccccc32)n1 | -5 | -0.7 | 1 | -14 | -0.2 | 7 | -3 | 1.9 | 0.1
Cn1nc(OC(=O)Nc2cccc(Cl)c2)cc1C(F)(F)F | 1 | 0.3 | 3 | 3 | 0.9 | 6 | 11 | 4.2 | -0.1
Cc1cccc(NC(=O)NCCCCc2ccccc2)c1 | 8 | 0.1 | 3 | -1 | 1.3 | 6 | 4 | 2.7 | -0.1
O=C1COc2ccc(C(=O)COC(=O)/C=C/c3cccc(F)c3)cc2N1 | 2 | -0.2 | 1 | 0 | -0.4 | 6 | 4 | -0.3 | -0.6
CCOC(=O)Cc1csc(NC(=O)c2c(-c3c(Cl)cccc3Cl)noc2C)n1 | 0 | 0.3 | 1 | -4 | -0.6 | 0 | 12 | 0.6 | -0.5
CCCc1cc(=O)[nH]c(SCC(=O)N2CCN(S(=O)(=O)c3ccc(C)cc3C)CC2)n1 | 2 | -0.1 | -1 | 0 | 0.8 | 3 | -6 | -1.5 | -1.3
O=C(NCCCCO)C(F)(F)C(F)(F)C(F)(F)C(=O)NCCCCO | 16 | 0.5 | 4 | -12 | 0.7 | -3 | -3 | 1.0 | 0.6
Cc1ccc(F)c(NC(=O)c2c(-c3ccccc3)noc2C)c1 | 4 | -0.5 | -1 | 1 | -3.7 | 5 | 2 | 2.4 | -0.8
COc1ccc(S(=O)(=O)Nc2ccc3c(c2)CC(=O)N([C@H](C)CO)C[C@H](C)[C@H](CN(C)C(=O)Nc2ccc4c(c2)OCO4)O3)cc1 | 12 | -0.5 | 1 | -4 | -2.2 | -5 | 3 | 0.0 | 1.2
O=c1c2ccccc2nc(SCc2nc3ccccc3s2)n1Cc1ccco1 | -7 | -0.8 | 4 | -5 | -1.1 | 2 | -6 | -0.5 | 21
NS(=O)(=O)c1cccc(NC(=O)COC(=O)/C=C/c2nc3ccccc3s2)c1 | 4 | 0.2 | 5 | 3 | 0.1 | 28 | 0 | 1.2 | /
CCCCn1c(-c2nn(C)cc2Cl)n[nH]c1=S | 13 | -0.7 | 3 | -8 | 0.5 | 6 | -3 | 0.3 | -2.2
CCOC(=O)c1[nH]c(COC(=O)CCOc2ccccc2OC)c(C(=O)OCC)c1C | 20 | ? | -4 | -5 | -2.7 | 11 | 4 | -0.6 | -1.6
CCOC(=O)C1CCN(S(=O)(=O)c2cccc(-c3cn4cc(C)ccc4n3)c2)CC1 | 2 | 0.2 | 8 | 0 | -2.9 | 6 | 3 | 1.8 | 0.5
Cc1ccccc1C(=O)c1c[nH]c(C(=O)NCC2CCCO2)c1 (configuration not stated) | 14 | 0.0 | 1 | -8 | -0.8 | 2 | 4 | 0.0 | 0.6
c1ccc(Cc2nnc3sc(-c4cccs4)nn23)cc1 | 11 | 0.9 | 3 | 7 | -2.1 | 24 | -10 | -3.5 | -1.4
Cc1cc(SCC(=O)Nc2ncc(Cl)cc2Cl)nc2ccccc12 | -15 | 0.2 | 1 | 0 | -0.7 | 10 | 7 | -1.5 | 0.7
CC(C)CC(=O)NC(=S)NCCc1ccccc1 | 3 | 0.7 | 2 | 0 | -2.5 | 3 | 12 | 1.2 | -2.5
Carrying on:
SMILES | CCHFV vOTU inh | BoNT-A LC inh2 | FBA Mtb inh | BoNT-F LC inh | FadD28 binding | GDH-TPI inh | PrPC surface inh | UGM FP inh | Mtb BioA inh
COc1cc(C2NC(=S)NC(C)=C2C(=O)c2ccccc2)ccc1O (configuration not stated) | 1 | 1.6 | -2 | -13 | -2.1 | 16 | 5 | 1.6 | 0.0
CC(O)CNC(=O)c1ccc(-c2nn(C)c(=O)c3ccccc23)cc1 (configuration not stated) | -5 | 0.1 | 4 | 0 | 0.8 | -3 | 1 | 2.8 | -1.1
O=C(CCC1CCCN(C(=O)c2ccsc2)C1)NCc1ccc(F)c(F)c1 (configuration not stated) | -10 | 0.2 | 1 | 0 | -2.8 | -4 | 2 | -2.2 | 0.8
O=C(Cc1ccc2c(c1)OCCO2)c1c(O)cc(O)cc1O | -13 | 0.0 | -4 | 1 | -5.2 | 6 | -1 | -0.7 | 2.0
COC(=O)C1=C(C)NC(C)=C(C(=O)OC)C1C(=O)OCC(=O)c1ccc(Br)cc1 | -1 | 2.5 | 0 | 1 | -2.9 | 12 | 6 | 2.1 | 0.3
COc1ccc(/C(N)=N/OC(=O)C2CCC(=O)N2S(=O)(=O)c2ccc(C)cc2)cc1OC (configuration not stated) | 1 | -0.2 | 5 | -4 | -3.4 | -1 | -2 | 1.7 | /

Of the compounds above, these have fluorine.
SMILES | CCHFV vOTU inh | BoNT-A LC inh2 | FBA Mtb inh | BoNT-F LC inh | FadD28 binding | GDH-TPI inh | PrPC surface inh | UGM FP inh | Mtb BioA inh
COc1nc(Nc2ccccc2F)nc(OC)n1 | 14 | 0.4 | 0 | 23 | -1.4 | 6 | -6 | 0.4 | 1.1
O=C(CSc1ccc(-c2ccc(F)cc2)nn1)N1CCCc2ccccc21 | 10 | -1.7 | 9 | -6 | -4.0 | 5 | -6 | -1.9 | 4.1
CCCCn1c(N)c(N(CC)C(=O)c2cccc(F)c2)c(=O)[nH]c1=O | 4 | 2.7 | -2 | -16 | -1.6 | 1 | -7 | -4.6 | -0.1
Cn1nc(OC(=O)Nc2cccc(Cl)c2)cc1C(F)(F)F | 1 | 0.3 | 3 | 3 | 0.9 | 6 | 11 | 4.2 | -0.1
O=C1COc2ccc(C(=O)COC(=O)/C=C/c3cccc(F)c3)cc2N1 | 2 | -0.2 | 1 | 0 | -0.4 | 6 | 4 | -0.3 | -0.6
O=C(NCCCCO)C(F)(F)C(F)(F)C(F)(F)C(=O)NCCCCO | 16 | 0.5 | 4 | -12 | 0.7 | -3 | -3 | 1.0 | 0.6
Cc1ccc(F)c(NC(=O)c2c(-c3ccccc3)noc2C)c1 | 4 | -0.5 | -1 | 1 | -3.7 | 5 | 2 | 2.4 | -0.8
O=C(CCC1CCCN(C(=O)c2ccsc2)C1)NCc1ccc(F)c(F)c1 (configuration not stated) | -10 | 0.2 | 1 | 0 | -2.8 | -4 | 2 | -2.2 | 0.8
